# TRHR agonist: agonists of human TRH receptor | P34981 | AID 493084 | activation, % at 2 µM | TRHR cells, calcium flux fluo-8, FDSS agonist mode | 0.18% of 360,000 active; also: 0% is about no effect
# Target sequence (P34981 whole entry, looked up): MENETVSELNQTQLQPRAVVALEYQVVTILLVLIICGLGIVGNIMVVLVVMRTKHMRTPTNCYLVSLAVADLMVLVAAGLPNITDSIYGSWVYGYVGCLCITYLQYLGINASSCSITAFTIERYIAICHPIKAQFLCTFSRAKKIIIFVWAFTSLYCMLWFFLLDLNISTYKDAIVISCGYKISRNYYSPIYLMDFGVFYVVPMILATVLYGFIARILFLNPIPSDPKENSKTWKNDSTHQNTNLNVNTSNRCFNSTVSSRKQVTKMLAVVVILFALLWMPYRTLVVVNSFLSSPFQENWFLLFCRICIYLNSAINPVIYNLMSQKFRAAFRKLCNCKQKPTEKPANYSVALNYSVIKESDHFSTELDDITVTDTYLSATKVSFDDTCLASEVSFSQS
#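 Read-out: compound-evoked intracellular calcium rise in TRHR cells, fluo-8 dye, kinetic FDSS fluorescence at 1 s/cycle following a 10-cycle baseline. Cells cultured overnight before dye loading (30 min–1.5 h, RT).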
# D2 agonist: agonists of human D2 dopamine receptor; AID 485358; activation, % at 2 µM; P14416; 0.53% of 340,000 active; HEK293 T-REx D2 cells, calcium flux agonist mode;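 active = activation over 3 SD above normal in the single-dose calcium agonist read, cut at about 30% in these data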; also: 0% is about no effect
#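 In this primary screen, compounds producing a positive calcium signal within 180 s of addition to tetracycline-induced, force-coupled HEK293 Trex D2 cells are flagged; cells are dye-loaded with a no-wash calcium kit beforehand.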
# D1 potentiator: potentiators of human D1 dopamine receptor | HEK293 TREx D1 cells, calcium flux, dopamine EC20 potentiation | potentiation, % at 10 µM | 0.036% of 360,000 active | AID 504651; in the data active = potentiation above about 30%; also: 0% is about no effect
# Target sequence (P21728 whole entry, looked up): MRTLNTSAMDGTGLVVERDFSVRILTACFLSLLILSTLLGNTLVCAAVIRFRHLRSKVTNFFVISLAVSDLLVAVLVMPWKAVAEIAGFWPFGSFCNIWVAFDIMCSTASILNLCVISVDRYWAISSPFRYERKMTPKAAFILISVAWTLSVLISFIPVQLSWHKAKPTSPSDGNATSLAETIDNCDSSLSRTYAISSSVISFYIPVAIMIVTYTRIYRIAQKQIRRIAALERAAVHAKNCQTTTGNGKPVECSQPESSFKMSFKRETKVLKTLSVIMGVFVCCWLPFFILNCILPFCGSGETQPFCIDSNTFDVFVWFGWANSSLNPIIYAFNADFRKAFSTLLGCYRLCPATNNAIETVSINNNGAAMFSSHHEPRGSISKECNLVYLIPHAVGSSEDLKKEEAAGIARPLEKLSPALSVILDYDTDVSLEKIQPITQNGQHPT
# D2 antag: antagonizes the human D2 dopamine receptor | P14416 | HEK293 TREx D2 cells, calcium flux, dopamine EC80 | inhibition, % at 10 µM | 2% of 340,000 active | AID 485344; in the data active = inhibition above about 30%; also: 0% is about no effect
#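 Calcium flux kinetic readout in an inducible HEK293 TREx D2 line plated overnight at 30 C. After 180 s compound exposure, an EC80 dopamine challenge follows with another 180 s kinetic read to detect antagonism.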
# D1 antagonist: antagonists of human D1 dopamine receptor | AID 504652 | P21728 | activity change, negative = inhibition, % at 10 µM | 3.2% of 360,000 active | HEK293 TREx D1 cells, calcium flux, dopamine EC80; hits give low values; in the data active = activity change below about -30%; also: % is scaled to controls: 0 for no effect and ±100 for the full control effect
#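 After overnight tetracycline induction at 30 C, force-coupled D1 HEK293 cells took up a no-wash calcium dye at room temperature. Compounds were added and monitored 180 s, and the response to EC80 dopamine was then recorded.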
# RXFP1 antagonist: RXFP1 (human) relaxin receptor antagonism | HEK293-RXFP1, relaxin-stimulated cAMP HTRF, 30 min; hits give low values | Q9HBX9 | 0.59% of 350,000 active | activity change, negative = inhibition, % at 57.5 µM;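 active = activity change of -60% or lower, but not beyond a set lower limit; inconclusive = change between -60% and -40%, or beyond the set limit; inactive = change above -40%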; also: % is scaled to controls: 0 for no effect and ±100 for the full control effect
# TRHR enhancer: allosteric enhancers of human TRH receptor; P34981; TRHR cells, fluo-8 calcium fluorescence, EC20 TRH enhancement; enhancement, % at 2 µM; 0.66% of 360,000 active; in the data active = enhancement above about 30%; also: 0% is about no effect
#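 Enhancer read-out: after compound pinning and an initial kinetic agonist-mode read, an EC20 of TRH (10 nM final) was injected and fluo-8 calcium signal (Ex 480/Em 530) followed at 1 s/cycle for 100 cycles in TRHR-expressing cells.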
# D2 potentiator: positively modulates the human D2 dopamine receptor allosterically; P14416; HEK293 T-REx D2, calcium flux, EC20 dopamine potentiation; potentiation, % at 10 µM; 0.34% of 340,000 active;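 active = potentiation over 3 SD above the plate norm, cut at about 30% in these data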; also: 0% is about no effect
#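 Potentiation of an EC20 dopamine calcium response measured kinetically over 180 s, after a preceding 180 s compound-only read flagging agonists. Cells: inducible Hek293 Trex D2 line, 4000/well, cultured overnight at 30 C before dye loading.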
# D1 agonist: activates the human D1 dopamine receptor. P21728. HEK293 T-REx D1 cells, calcium flux, agonist mode. activation, % at 2 µM. 1% of 360,000 active; also: 0% is about no effect
#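 Inducible HEK293 T-REx D1 cells, force-coupled to calcium signalling, were plated at 4000 cells/well with tetracycline and held overnight at 30 C. After no-wash calcium dye loading, compound-evoked calcium rise over 180 s flagged agonists.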
# Numbers without * were called inactive; ? = inconclusive; nt = no result given; & = joins results of further samples. Rule as the data show it, unless noted: active = activation above about 30%; inactive = the rest.
SMILES,TRHR agonist,D2 agonist,D1 potentiator,D2 antag,D1 antagonist,RXFP1 antagonist,TRHR enhancer,D2 potentiator,D1 agonist
C=C(C)C(=O)N1CC2(CC(c3cccc(NC(=O)/C(C)=C\C)c3)=NO2)C[C@H]1C(N)=O (some centres not stated),-0.4,0.0,1,-4,24,nt,2,-7,1
O=C(NC1CCCCC1)c1cccs1,-1.2,0.7,-2,0,-5,5,-1,3,2
Cc1ccccc1N/N=C/c1sc(=O)n(Cc2cccc(C(=O)O)c2)c1Cl,-0.9,1.3,-3,23,5,-73*,-4,-17,1
O=C(O)CCc1ccc(-c2ccccc2)n1-c1ccc(C(=O)O)cc1,0.1&-0.8,-0.8,-3&-4,nt,-6&2,3,-7&11,11,1&2
CCN(CC)S(=O)(=O)c1ccc2oc(C(=O)NCCCN3CCOCC3)c(C)c2c1,1.1,-0.1,-3,14,16,-21,-8,10,5
CCn1ncc(/C=N\NC(=O)COc2cc(C)cc(C)c2)c1C,0.2,1.2,-6,-12,5,nt,16,3,3
COc1ccc(N(CC(=O)NCc2ccc3c(c2)OCO3)C(=O)CCC(=O)Nc2ccccn2)cc1,0.3,0.5,-5,-6,17,-2,-1,4,4
NCCCC[C@H]1CNC(=O)C(=O)N1CCCCC1CCCCC1,0.4,-0.1,-4,-5,9,nt,5,-1,7
CC1Cc2nc(SCC(=O)c3ccccc3)n(Cc3ccccc3)c(=O)c2S1 (configuration not stated),0.3,-1.2,0,9,-15,3,-6,-13,0
CC(=O)c1ccc(NC(=O)COc2ccccc2-c2nc(-c3ccc(C)cc3)no2)cc1,-0.4,-0.4,0,nt,-2,-5,0,8,-1
CS(=O)(=O)N(CC(=O)Nc1ccc2c(c1)OCO2)c1ccc(Cl)cc1,-0.7,0.1,1,-5,-27,4,7,5,11
CCCc1nnc(NC(=O)CCC(=O)N2CCN(Cc3ccccc3)CC2)s1,-0.5,1.6,6,-12,7,25,-4,11,1
Cc1ccccc1OCc1nnc(SCc2cc(=O)c3cccc(F)c3[nH]2)n1C,-0.5,nt,1,nt,-7,-15,-2,8,1
CCn1c(CNC(=O)c2ccco2)nnc1SCC(=O)Nc1cc(C)c(C)cc1Br,-1.1,0.1,-2,-7,4,1,24,6,2
COc1ccc(C(=O)O)cc1S(=O)(=O)NCCc1ccccn1,0.7,0.0,-2,16,-18,-22,12,7,2
Cc1c(C(=O)Nc2ccccc2C(=O)N2CCCC2)cccc1[N+](=O)[O-],0.4,-0.3,0,-5,2,-6,1,3,2
Cc1ccc(C(=O)Nc2nc3c(s2)CCCC3)o1,1.5,-1.1,-3,-3,-9,-7,6,0,-1
O=C(Nc1ccc(Cl)cc1)N1CCC(CN2CCCCCC2)CC1,0.0,0.5,1,nt,-17,2,-6,-11,1
Cc1ccc(NC(=O)CCC(=O)OCCCC(F)(F)C(F)(F)F)cc1,0.3,-0.6,-4,-16,2,-3,1,3,0
CCC(=O)c1cn(CC(=O)Nc2ccccc2F)c2ccccc12,0.3,-0.5,2,10,6,6,-3,5,3
Cc1cccc(-n2c3nc(=O)n(C)c(=O)c-3cc3ccc(Cl)cc32)c1C,0.6,-1.1,0,nt,7,nt,-4,-7,1
CCOC(=O)c1c(C)[nH]c(C(=O)COC(=O)c2[nH]c(C)c(C(C)=O)c2C)c1C,0.5,0.2,-4,-5,-3,-8,2,0,5
O=C(CN1C(=O)CC(c2ccco2)Sc2ccccc21)Nc1ccc(C(F)(F)F)cc1 (configuration not stated),0.7,0.1,-1,nt,17,nt,5,8,3
Fc1ccc(-n2nnc(-c3ccccc3Cl)n2)cc1,-0.5,-0.3,-2,13,-8,7,-7,-14,1
CCCc1c(C(=O)N2CCN(c3ccccc3OC)CC2)cnn1-c1ccccc1,-0.3,0.1,-1,nt,-4,19,-4,3,19

# Continued:
SMILES,TRHR agonist,D2 agonist,D1 potentiator,D2 antag,D1 antagonist,RXFP1 antagonist,TRHR enhancer,D2 potentiator,D1 agonist
CCOc1ccc(NC(=O)c2ccc3c(SCC(=O)O)c4c(nc3c2)CCC4)cc1,-2.1,nt,-2,nt,-5,nt,5,5,1
COc1ccc(S(=O)(=O)N2CCCC2CNC(=O)C(=O)NCc2ccccc2Cl)cc1 (configuration not stated),-0.2,0.8,-2,2,-2,-4,-2,8,2
CC(C)(C)n1nc2c(c1NC(=O)c1cc3ccccc3o1)CS(=O)(=O)C2,0.3,-0.1,-7,10,7,5,-6,3,-1
S=c1nc(-c2ccccc2Br)[nH][nH]1,0.9,1.5,3,-3,0,-25,-3,2,-2
CCNC(=O)C(=O)NCCC1CCCCN1S(=O)(=O)c1cccs1 (configuration not stated),-0.4,-0.3,-2,-13,5,9,-3,2,1
O=C(Nc1ccc(N2CCOCC2)nc1)c1ccc(Cl)cc1,0.5,0.3,-9,-13,-16,-7,0,1,0
O=C(O)CCc1ccc(-c2ccccc2)n1CC(=O)O,0.3,-0.4,-6,-14,24,5,-4,nt,4
COc1ccc(C(=O)Nc2ccccc2SCc2cc(=O)n3nc(C)sc3n2)cc1OC,0.1,0.0,-3,1,30,-5,-1,-2,1
O=C(O)c1ccc(/C=N/NC(=O)c2ccc3c(c2)OCCO3)cc1,-0.7,0.0,0,-28,11,6,8,16,11
CC(=O)NN1C(=O)c2ccccc2NC1c1cccc([N+](=O)[O-])c1 (configuration not stated),0.1,nt,4,nt,12,-4,-3,nt,0
CC1CCCN(C(=O)c2cc(N3C(=O)C4C5CCC(C5)C4C3=O)ccc2Cl)C1 (configuration not stated),1.6,nt,-6,nt,25,nt,-5,nt,5
CC(=O)Nc1ccc(S(=O)(=O)NCCc2csc3nc(-c4cccc(C)c4)nn23)cc1,0.4,0.5,-3,nt,nt,-14,-4,-1,-2
COc1ccc(/C=N/N=C2/C(=O)Nc3ccccc32)cc1O,-0.5,0.7,5,-40,16,6,-8,6,3
CC1(C)CC(=O)C(CS(=O)(=O)c2ccccc2)=C(Cl)C1,0.1,-0.2,-7,11,-16,1,2,-4,2
COc1cccc(C(=O)Nc2c3c(nn2-c2ccc(C)cc2C)CS(=O)(=O)C3)c1OC,-1.1,-1.5,2,nt,-28,nt,-5,28,-4
COc1ccc(Cl)cc1NC(=O)CN(C)C(=O)c1cc2c(F)cccc2s1,-0.2,0.7,-14,31*,-10,-8,-2,-12,2
O=c1c2ccccc2cnn1CCOc1ccccc1,-0.3,0.1,0,2,-1,nt,1,-5,3
CCN1CCc2c(sc(NC(=O)COc3ccccc3)c2C(=O)OC)C1,0.2,0.6,-1,-16,4,-32,5,-8,8
CC1CCCCN1C(=O)CSc1nnc(-c2ccc(Cl)s2)o1 (configuration not stated),-0.6,0.1,5,-14,7,0,-2,2,5
Cc1ccc(OCc2cc(C(=O)N3CCCCCCC3)no2)cc1C,-0.4,-0.9,0,-18,-1,2,-5,19,4
COc1ccc(NC2=CC(=O)CC(c3ccccc3)C2)c(OC)c1 (configuration not stated),-0.3,-0.8,-5,31*,24,3,2,-5,1
COc1cccc(C(=O)Cn2c(=N)n(C)c3ccccc32)c1,-1.4,-0.5,2,-2,1,-13,1,-12,0
O=C(Nc1cccc(F)c1)C1CCN(C(=O)c2ccc(Br)cc2)CC1,0.2,0.3,-6,0,-21,-19,4,-4,0
CC(=O)Nc1cccc(NC(=O)Nc2cccc(F)c2)c1,0.7,0.3,2,-5,-8,-5,2,-5,3
CCOc1ccc(NC(=O)c2cc3cc4ccc(OC)cc4nc3o2)cc1,0.7,nt,2,nt,-1,18,10,nt,1

# (continued)
SMILES,TRHR agonist,D2 agonist,D1 potentiator,D2 antag,D1 antagonist,RXFP1 antagonist,TRHR enhancer,D2 potentiator,D1 agonist
Cc1cc(/C=N/NC(=O)c2c(Br)cnn2C)c(C)n1-c1cccc(Br)c1,-0.1,-1.4,-3,-7,-7,-16,-2,0,8
Cc1cc(NC(=O)CSCC(=O)Nc2ccc(Cl)c(C(F)(F)F)c2)no1,0.4,0.4,-8,11,-6,23,-6,-7,1
COc1ccc(NC(=O)CSc2nc3c(c(=O)[nH]2)CCC3)cc1OC,-0.2,-0.7,-2,-9,3,-5,1,-8,2
CCOC(=O)c1c(S(=O)(=O)N(C)Cc2ccccc2)c(C)n(C)c1C,-0.7,1.0,-8,-6,-9,-2,8,-11,5
CCOC(=O)C1CCCN(C(=O)/C=C/c2cc(OC)c(OC)c(OC)c2)C1 (configuration not stated),0.0,-0.5,0,1,-13,10,0,5,3
COc1ccccc1CSc1nc2ccccc2[nH]1,-0.4,-1.5,2,5,-1,7,11,-4,2
Cc1cc(N2C(=O)CC(Cc3ccccc3)C2=O)no1 (configuration not stated),-0.3,-2.3,-4,5,-9,-1,6,-2,0
Cc1ccc(-c2cc3nc(C)cc(NCc4ccco4)n3n2)cc1,-0.3,-0.8,-5,-14,19,-23,0,9,2
COc1ccc(OC)c(Cc2nnc(CCC(=O)NC3CCCC3)o2)c1,0.2,0.7,-3,-8,12,?,-7,3,3
Cc1nc2nc(-c3ccccc3)[nH]n2c(=O)c1C,0.1,-1.1,-6,19,-23,20,-2,0,1
Cc1cc(F)ccc1NCc1cc2c(cc1[N+](=O)[O-])OCO2,-0.8,nt,-2,nt,0,-3,1,nt,3
CS(=O)(=O)CCC(C(=O)n1nnc2ccccc21)N1C(=O)c2ccccc2C1=O (configuration not stated),0.1,0.4,-2,2,-10,-3,-2,-10,3
O=C1CC(c2ccccc2)c2ccccc21 (configuration not stated),-0.3,1.8,2,10,1,2,0,-2,2

# In the list so far, four have bromine:
SMILES,TRHR agonist,D2 agonist,D1 potentiator,D2 antag,D1 antagonist,RXFP1 antagonist,TRHR enhancer,D2 potentiator,D1 agonist
CCn1c(CNC(=O)c2ccco2)nnc1SCC(=O)Nc1cc(C)c(C)cc1Br,-1.1,0.1,-2,-7,4,1,24,6,2
S=c1nc(-c2ccccc2Br)[nH][nH]1,0.9,1.5,3,-3,0,-25,-3,2,-2
O=C(Nc1cccc(F)c1)C1CCN(C(=O)c2ccc(Br)cc2)CC1,0.2,0.3,-6,0,-21,-19,4,-4,0
Cc1cc(/C=N/NC(=O)c2c(Br)cnn2C)c(C)n1-c1cccc(Br)c1,-0.1,-1.4,-3,-7,-7,-16,-2,0,8

# Retrieved one by one from the list above (4):
SMILES,TRHR agonist,D2 agonist,D1 potentiator,D2 antag,D1 antagonist,RXFP1 antagonist,TRHR enhancer,D2 potentiator,D1 agonist
CCOC(=O)C1CCCN(C(=O)/C=C/c2cc(OC)c(OC)c(OC)c2)C1 (configuration not stated),0.0,-0.5,0,1,-13,10,0,5,3
O=C(O)CCc1ccc(-c2ccccc2)n1CC(=O)O,0.3,-0.4,-6,-14,24,5,-4,nt,4
Cc1cc(NC(=O)CSCC(=O)Nc2ccc(Cl)c(C(F)(F)F)c2)no1,0.4,0.4,-8,11,-6,23,-6,-7,1
CCN(CC)S(=O)(=O)c1ccc2oc(C(=O)NCCCN3CCOCC3)c(C)c2c1,1.1,-0.1,-3,14,16,-21,-8,10,5

# This is a random part of the collection; any-hit rate near 7.3%.
